Screening results deposited in PubChem BioAssay by several laboratories.
MITF TRPM1 inh = MITF TRPM1 promoter inhibition in SK-MEL-5 cells. SK-MEL-5 TRPM1 promoter luciferase, 24 h. inhibition, % at 12.5 µM. actives 0.83% (n = 330,000);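 active = mean inhibition across replicates of 60% or more, whatever share of single replicates reaches that level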; note: values of inactives mirror those of a sister screen read the other way
KKLEB tox = CF airway cell cytotoxicity counter-screen. KKLEB CF airway cells viability, ATPlite luminescence, overnight; stronger effect = lower value; cells stimulated with P. aeruginosa culture filtrate. actives 0.36% (n = 360,000). activity change (cytotoxicity), % at 5 µM;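 active = corrected activity change at or below -50% at 5 µM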
TWEAK-Fn14 inh = TWEAK-Fn14 signaling inhibition; TWEAK-stimulated Fn14 reporter cells, luciferase luminescence, 8 h; inhibition, % at 10 µM; actives 2% (n = 360,000); AID 1159606; in the data active = inhibition above about 50%
TROY NFkB inh = TROY signaling inhibition; Q293 LMP1-TROYcd NF-kB luciferase reporter, 4 h; inhibition, % at 10 µM; actives 0.98% (n = 360,000); AID 1347056;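 active = compounds whose plate-normalised and pattern-corrected inhibition of the luciferase reporter signal at the single screening dose is 50% or more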
HIF-2a block = HIF-2a inhibition | inhibition, % at 18.8 µM | AID 624352 | actives 0.72% (n = 360,000) | 786-0 RCC cells HIF-2a reporter, luciferase luminescence, overnight;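 active = inhibition of the luminescence signal of 40% or more relative to plate controls, in a single-dose primary screen at 18.75 µM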
Shn3 3UTR inh = inhibitors of Schnurri-3 3'UTR reporter in osteoblasts. Clone20 osteoblast Shn3 3'UTR firefly luciferase, 24 h. inhibition, % at 12.5 µM. actives 0.52% (n = 360,000). AID 588674;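 active = mean inhibition of at least 75% with every replicate also reaching 75%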;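 note: 0% = median of neutral control wells and 100% = pilot-screen positive control compound; some compounds past the cut are filed as inactive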
Peg3 promoter = reduces Peg3 promoter-driven luciferase expression in HeLa. HeLa PEG-Prom luciferase reporter, luminescence, overnight. inhibition, % at 20 µM. actives 1.7% (n = 360,000). AID 588405;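 active = inhibition of at least 50% at 20 µM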
NR2E3 ag-1 = agonists of human nuclear receptor NR2E3. actives 0.12% (n = 320,000). Q9Y5X4. GST-NR2E3/biotin-RetCOR TR-FRET, 1536-well. AID 2300. inhibition of corepressor binding, % at 4.78 µM;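 active = percent inhibition above the cutoff of mean plus 3 SD of all tested compounds, set per screening campaign, cut at about 20% in these data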;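 note: 0% = DMSO wells and 100% = biotin wells as full block of FRET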
Target sequence (Q9Y5X4 whole entry, looked up): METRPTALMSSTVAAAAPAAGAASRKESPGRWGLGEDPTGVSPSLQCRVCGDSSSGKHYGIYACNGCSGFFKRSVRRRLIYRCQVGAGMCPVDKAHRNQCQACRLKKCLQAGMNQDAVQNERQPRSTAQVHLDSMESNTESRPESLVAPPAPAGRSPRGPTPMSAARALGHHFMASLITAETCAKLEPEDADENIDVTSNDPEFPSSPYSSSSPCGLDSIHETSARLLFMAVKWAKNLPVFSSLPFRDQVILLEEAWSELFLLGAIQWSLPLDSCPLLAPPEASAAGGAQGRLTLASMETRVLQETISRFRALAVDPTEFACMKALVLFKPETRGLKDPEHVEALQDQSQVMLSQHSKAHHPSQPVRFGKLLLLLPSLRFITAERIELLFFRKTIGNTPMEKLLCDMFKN
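Test system: GST-NR2E3 and biotin-RetCOR proteins | Quantity: 1.35 nM GST-tagged NR2E3 final | Medium: Tris pH 7.5 | Also added: 7 nM biotin-RetCOR | Dosing: Compound at 4.8 µM, single dose | Timing: 5 h at 4 °C | Detection: Time-resolved FRET | Read-out basis: Percent inhibition | Benchmarks: Biotin wells as high control, 0.6% DMSO wells as low control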
NR2E3 ag-2 = human photoreceptor-specific nuclear receptor agonism; Q9Y5X4; CHO-S Gal4-NCOR/VP16-NR2E3 two-hybrid, luciferase; inhibition of corepressor binding, % at 3.98 µM; actives 0.35% (n = 360,000); AID 602229;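 active = inhibition above the mean of all tested compounds plus 3 SD, cut at about 70% in these data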;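 note: 0% = DMSO with NR2E3 transfected cells and 100% = cells lacking NR2E3 construct; higher means lower luciferase signal from less NR2E3 corepressor binding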
TRAIL sens C8 = caspase-8 TRAIL sensitization; NB7+C8 cells + TRAIL, ATPlite viability luminescence; inhibition (viability loss, TRAIL sensitization), % at 10 µM; actives 1% (n = 360,000); AID 624354;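 active = compounds causing at least 50% loss of cell viability in the single-dose screen, relative to plate controls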
CF NFkB block = blocks PAF-induced NF-kB reporter in cystic fibrosis cells | KKLEB NF-kB-GFP reporter, GFP fluorescence overnight | inhibition, % at 5 µM | actives 0.86% (n = 360,000) | AID 588850;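 active = at least 50% inhibition at 5 µM, scaled per plate between neutral and stimulator controls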;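 note: PAF is a Pseudomonas aeruginosa culture filtrate used as stimulus; plate controls were PAF-stimulated DMSO wells for no effect and unstimulated DMSO wells for full effect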
* = called active by the depositor; / = no result given.

Value order – MITF TRPM1 inh	KKLEB tox	TWEAK-Fn14 inh	TROY NFkB inh	HIF-2a block	Shn3 3UTR inh	Peg3 promoter	NR2E3 ag-1	NR2E3 ag-2	TRAIL sens C8	CF NFkB block
COc1ccc(C(=O)Nc2ccc(C(=O)OCC(=O)c3cccc4ccccc34)cc2)cc1
  9	18	2	12	6	-17	4	0	-30	-3	-10
COc1ccccc1N1C(=S)N=C(Nc2c(C)cccc2C)C12CCCC2
  -5	-4	-15	-5	13	12	13	-4	2	21	7
NS(=O)(=O)c1ccc(N2N=C(c3ccccc3)CC2c2ccc(Br)cc2)cc1 (stereo not given)
  /	0	33	26	-21	8	16	/	-23	3	20
O=C(O)C1Sc2[nH]c(=O)sc2C2c3cc(Br)ccc3OC(=O)C12 (stereo not given)
  -1	16	13	4	12	-28	0	0	-43	3	-15
O=C(C[n+]1cc(-c2ccc(Br)cc2)n2c1CCCCC2)c1ccccc1
  32	4	-7	11	-6	19	18	5	7	0	-3
O=C(N[C@@H](Cc1ccccc1)C(=O)N1CCC2(CC1)NCCc1[nH]cnc12)c1cccc(Br)c1
  3	-2	-3	-14	22	-1	-8	3	-1	18	6
Cn1ncc2c(Nc3ccc(Cl)cc3)ncnc21
  -24	6	-20	-37	-83	-6	-53	1	-7	5	2
COc1cc(S(=O)(=O)N2CCN3CCCC3C2)ccc1-n1cnnn1 (stereo not given)
  -3	-2	-8	5	9	-5	1	3	-2	-11	5
O=C(COC(=O)c1ccc(S(=O)(=O)NCc2ccco2)cc1)NCCC1=CCCCC1
  -1	-7	1	48	15	7	11	-2	-3	-8	14
O=C(Nc1ccccc1)C1CCOC1=O (stereo not given)
  /	10	-5	6	16	29	15	0	-10	-7	6
CO[C@H]1[C@@H]2C=CO[C@@H](O[C@H]3O[C@@H](CO)[C@H](O)[C@@H](O)[C@@H]3O)[C@@H]2[C@@]2(CO)O[C@@H]12
  -5	-15	-8	-8	-2	5	4	-1	-3	-12	11
CC(C)OCCCNC(=O)C1CC(=O)N(CCc2ccc(F)cc2)C1 (stereo not given)
  3	7	-2	-6	21	16	2	1	13	22	5
COC(=O)[C@]1(Sc2ccccc2)CC(=O)N[C@@H]1c1ccccc1
  /	/	-5	-1	0	/	/	/	21	-1	/
COc1ccc(-c2csc(NC(=O)CCn3cnc4ccccc4c3=O)n2)cc1OC
  9	6	16	20	-36	53	27	-3	-18	19	-33
Cc1ccc2c(c1)c1c3n2CCN(CC#N)C3CCC1 (stereo not given)
  -11	13	2	1	-11	6	6	2	-22	-13	-7
COc1cc(/C=C/C(=O)Nc2nnc(C(C)(C)C)s2)cc(OC)c1OC
  8	2	24	1	5	-10	20	-3	10	10	13
CCn1c(SCC(=O)Nc2ccc(OC)c(OC)c2)nnc1-c1cnccn1
  3	5	1	5	-1	-6	4	-4	2	4	13
O=C(O)CCn1c(C2CCCCC2)nc2ccccc21
  -6	-4	-3	-9	12	-16	-1	2	0	-5	-12
COC(=O)[C@@]1(Cc2ccc(F)cc2)[C@H]2c3cc(C(=O)N(C)C)n(CCc4ccc(OC)c(Br)c4)c3C[C@H]2CN1C(=O)c1ccccc1
  -12	-15	1	10	-9	23	35	0	6	23	38
CNc1ccc(C(=O)OCC(=O)NCc2ccc3c(c2)OCO3)cc1[N+](=O)[O-]
  13	-8	-10	-2	2	-14	5	0	7	8	-30

The listing continues:
Value order – MITF TRPM1 inh	KKLEB tox	TWEAK-Fn14 inh	TROY NFkB inh	HIF-2a block	Shn3 3UTR inh	Peg3 promoter	NR2E3 ag-1	NR2E3 ag-2	TRAIL sens C8	CF NFkB block
CN(C(=O)c1ccc(S(=O)(=O)c2cccc(Cl)c2)c([N+](=O)[O-])c1)C1CCCCC1
  53	-19	92*	56*	34	56	39	9	-14	20	48
O=C1OC(c2cccs2)Sc2ccccc21 (stereo not given)
  /	-4	-14	5	5	-24	5	/	-6	8	-29
COc1cccc(NC(=O)CN(C)CC(=O)Nc2ccc3c(c2)CCC3)c1
  7	13	-15	18	14	2	12	2	11	-3	-17
O=C(Cc1ccc(S(=O)(=O)N2CCOCC2)s1)N1CCN(S(=O)(=O)c2ccccc2[N+](=O)[O-])CC1
  6	-10	-2	0	9	-6	8	/	-13	4	4
CCCCn1c(=O)c2c(O)cc(=O)oc2c2ccccc21
  7	11	-4	-9	20	-23	3	4	1	-7	-37
CCCCn1c(=O)c(-c2ccccc2)c(O)c2ccccc21
  16	-2	-9	-5	21	-23	-11	4	1	-1	0
Cc1ccc(OCCC(=O)OCC(=O)c2c(N)n(C)c(=O)n(C)c2=O)cc1
  1	-1	-5	-6	4	14	-22	0	18	-16	-8
CCN1C(=O)[C@H]2[C@@H](c3ccc(C)cc3)N[C@]3(CCCN(CCC(C)C)C3=O)[C@H]2C1=O
  /	-2	17	6	-1	6	12	/	-3	-12	3
Cc1ccccc1CS(=O)(=O)c1nnc([C@H](Cc2ccccc2)NC(=O)OC(C)(C)C)o1
  83*	-24	10	2	21	95*	104*	0	-2	3	72*
CCCCC(CC)CNS(=O)(=O)c1ccc2c(c1)CCN2C(=O)CCC(=O)O (stereo not given)
  -1	4	-2	26	1	20	6	-1	9	-2	14
Cc1ccc(-c2ccc(CN3C(C)C(=O)N(Cc4cn(Cc5ccco5)nn4)CCS3(=O)=O)cc2)c(C)c1 (stereo not given)
  /	2	28	16	-2	-3	10	/	-20	1	48
COC(=O)c1ccc(NC(=O)CSc2nnc(-c3ccccc3Br)n2-c2ccccc2)cc1
  7	9	17	-13	12	10	8	1	9	-4	2
CCOC(=O)c1[nH]c2c(c1C)C(=O)CC(c1ccc(OC)c(OC)c1)C2 (stereo not given)
  11	5	8	-4	14	-5	21	2	-10	12	6
CCN(CC(=O)Nc1ccc(OC)cc1)C(=O)C1CCN(C(=O)c2ccc(Cl)cc2)CC1
  -3	-1	-6	5	6	-12	16	-1	4	13	24
Cc1cc(=O)oc2cc(OCCSCCN3CCOCC3)ccc12
  -7	0	-26	-26	-56	-14	-20	-1	-35	-2	10
COc1ccccc1C(NC(=O)C1CCN(CCOc2ccccc2)CC1)c1ccccn1 (stereo not given)
  /	5	0	-10	9	2	7	/	20	-8	26
Cc1cnc(C(=O)N2CCCC(C(=O)c3cccc(OC(C)C)c3)C2)cn1 (stereo not given)
  -2	-7	-19	-3	-2	2	4	5	34	-7	-2
CCn1c(N)c(C(=O)N2CCOCC2)sc1=S
  2	-4	-4	6	-8	-5	-2	-1	17	7	-9
COC(=O)[C@H]1C[C@@H]1[C@H](NC(=O)c1ccccc1)c1ccccc1
  -6	9	9	-16	-1	-6	2	-2	-8	0	-22
Cc1ccc(CN2CCNC(=O)C2CC(=O)NCCCn2nnc3ccccc32)cc1 (stereo not given)
  /	16	1	-11	15	-1	5	/	12	-13	10

An excerpt from above, limited to CF NFkB block, MITF TRPM1 inh and KKLEB tox.
| SMILES | CF NFkB block | MITF TRPM1 inh | KKLEB tox |
| --- | --- | --- | --- |
| CCN1C(=O)[C@H]2[C@@H](c3ccc(C)cc3)N[C@]3(CCCN(CCC(C)C)C3=O)[C@H]2C1=O | 3 | / | -2 |
| Cc1ccc(-c2ccc(CN3C(C)C(=O)N(Cc4cn(Cc5ccco5)nn4)CCS3(=O)=O)cc2)c(C)c1 (stereo not given) | 48 | / | 2 |

Next compounds follow:
Value order – MITF TRPM1 inh	KKLEB tox	TWEAK-Fn14 inh	TROY NFkB inh	HIF-2a block	Shn3 3UTR inh	Peg3 promoter	NR2E3 ag-1	NR2E3 ag-2	TRAIL sens C8	CF NFkB block
O=C(CSc1nnc(-c2ccccc2)n1Cc1ccco1)Nc1ccc2c(c1)OCCO2
  2	4	-4	10	-49	24	-17	1	-3	-6	0
CN(CCC(=O)c1ccccc1)CCC(=O)c1ccccc1
  7	10	36	4	11	14	-10	/	-10	-2	-7
COc1ccc(N2CCN(C(c3ccccc3)c3sc4nc(C)nn4c3O)CC2)cc1 (stereo not given)
  /	4	20	7	14	13	11	1	0	-9	-28
CCCOC(=O)C1=C(C)NC(=O)NC1c1ccc(Br)s1 (stereo not given)
  -1	-3	23	27	21	6	12	6	-10	5	7
C=CCNc1nc(Cl)nc(Nc2ccccc2)n1
  -50	3	-28	-33	-154	-78	-154	-1	-11	-3	30
O=c1oc2ccccc2n1CSC1=NCCS1
  8	10	-7	-2	-13	-32	-44	1	-4	-20	17
CN1CCN(C(=O)N2c3ccccc3C=Cc3ccccc32)CC1
  -11	-12	6	-15	-8	4	-6	3	-8	-5	4
Cc1cc(C(=O)COC(=O)C2=NNC(=O)CC2)c(C)n1CCc1ccccc1
  5	4	9	0	1	-4	-9	-3	4	-3	0

A run of entries from further up:
Value order – MITF TRPM1 inh	KKLEB tox	TWEAK-Fn14 inh	TROY NFkB inh	HIF-2a block	Shn3 3UTR inh	Peg3 promoter	NR2E3 ag-1	NR2E3 ag-2	TRAIL sens C8	CF NFkB block
Cc1ccc(CN2CCNC(=O)C2CC(=O)NCCCn2nnc3ccccc32)cc1 (stereo not given)
  /	16	1	-11	15	-1	5	/	12	-13	10
O=C(CSc1nnc(-c2ccccc2)n1Cc1ccco1)Nc1ccc2c(c1)OCCO2
  2	4	-4	10	-49	24	-17	1	-3	-6	0
CN(CCC(=O)c1ccccc1)CCC(=O)c1ccccc1
  7	10	36	4	11	14	-10	/	-10	-2	-7
COc1ccc(N2CCN(C(c3ccccc3)c3sc4nc(C)nn4c3O)CC2)cc1 (stereo not given)
  /	4	20	7	14	13	11	1	0	-9	-28
CCCOC(=O)C1=C(C)NC(=O)NC1c1ccc(Br)s1 (stereo not given)
  -1	-3	23	27	21	6	12	6	-10	5	7
C=CCNc1nc(Cl)nc(Nc2ccccc2)n1
  -50	3	-28	-33	-154	-78	-154	-1	-11	-3	30

Only part of the results is shown; rates above refer to the full screens.
